Source: PubChem (Sanford-Burnham Center for Chemical Genomics)
Mac1 fbg inh – inhibitors of human CD11b/CD18 binding to fibrinogen; P05107+P11215; K562 CD11b/CD18 adhesion to fibrinogen, ATPlite luminescence; Mn2+ added to activate the integrin; inhibition, % at 10 µM; actives 0.54% (n = 93,000); AID 1497;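 active means primary inhibition of 50% or more at 10 µM, then 40% or more on retest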; further: some results filed as inactive read as strong as hits
Target sequence (P05107 whole entry, looked up, other chains not shown): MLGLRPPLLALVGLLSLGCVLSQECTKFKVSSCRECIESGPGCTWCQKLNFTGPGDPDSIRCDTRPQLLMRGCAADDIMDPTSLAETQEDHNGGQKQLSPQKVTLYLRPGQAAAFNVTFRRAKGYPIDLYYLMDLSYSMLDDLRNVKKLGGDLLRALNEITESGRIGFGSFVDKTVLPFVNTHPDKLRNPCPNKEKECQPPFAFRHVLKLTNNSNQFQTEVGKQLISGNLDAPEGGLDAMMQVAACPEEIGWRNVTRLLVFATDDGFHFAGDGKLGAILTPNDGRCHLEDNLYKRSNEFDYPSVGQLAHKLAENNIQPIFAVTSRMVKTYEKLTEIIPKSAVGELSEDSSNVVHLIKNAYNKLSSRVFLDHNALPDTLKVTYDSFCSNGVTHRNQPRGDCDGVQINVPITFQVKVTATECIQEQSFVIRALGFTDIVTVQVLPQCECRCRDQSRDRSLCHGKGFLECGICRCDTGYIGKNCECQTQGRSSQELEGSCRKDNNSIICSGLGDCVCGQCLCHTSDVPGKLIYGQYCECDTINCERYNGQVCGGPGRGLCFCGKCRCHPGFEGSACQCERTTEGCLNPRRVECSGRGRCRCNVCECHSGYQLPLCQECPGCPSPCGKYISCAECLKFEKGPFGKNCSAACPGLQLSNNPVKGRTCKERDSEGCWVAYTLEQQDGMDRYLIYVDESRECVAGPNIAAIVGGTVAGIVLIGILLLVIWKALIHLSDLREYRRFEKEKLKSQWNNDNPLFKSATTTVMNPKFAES
CD11b adhes enh – enhancers of human CD11b/CD18 binding to fibrinogen; P05107+P11215; K562 CD11b/CD18 adhesion to fibrinogen, ATPlite luminescence; activation, % at 10 µM; actives 0.07% (n = 93,000);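 active means 10 µM primary screen giving 50% or more activity, confirmed by 40% or more on retest at that dose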; further: strong numbers were not always called active; reference of the scale not given here
* hit, by the source's call.

SMILES,Mac1 fbg inh,CD11b adhes enh
CCOC(=O)c1c(C)[nH]c(C)c1C(=O)CSc1nc2ccccc2c(=O)n1-c1ccc(C)cc1,1,3
CCOC(=O)CSc1nnc(NC(=O)c2cccc([N+](=O)[O-])c2C)s1,4,-2
COc1ccc(CNC(=O)C2CCC(CNc3c(N4CCOCC4)c(=O)c3=O)CC2)cc1 (stereo not given),-2,-6
COC(=O)c1c(NC(=O)C2SC(=NC3CCCCC3)C(C(N)=O)=C2N)sc2c1CCCC2 (stereo not given),13,59
O=C1/C(=C\c2cccnc2)CN(Cc2ccccc2)C/C1=C\c1cccnc1,11,-1
CCCCc1ccc(NC(=O)COc2ccc(C(=O)Nc3ccccc3OC)cc2)cc1,-17,-2
Cc1ccc(/C=C2\SC(=S)N(CCCC(=O)Nc3nccs3)C2=O)cc1,-1,12
O=C(CN1CCN(S(=O)(=O)c2ccccc2)CC1)Nc1ccccc1C(=O)c1ccccc1,24,-4
NNc1nc2sc3c(c2c(=O)[nH]1)CCc1ccccc1-3,12,-2
Cc1ccc(-n2c(C)cc(C(=O)COc3cccnc3[N+](=O)[O-])c2C)cc1,17,-1
Cc1cc(C)n(-c2ccc(C(=O)OCC(=O)NCc3ccc(F)cc3)cc2)n1,13,2
CC(C)(C)c1cc(NC(=O)CSc2nnc(N)s2)n(-c2ccccc2)n1,0,4
COC(=O)c1sc2nc(CN3CCN(c4cccc(C(F)(F)F)c4)CC3)[nH]c(=O)c2c1C,-13,0
Cc1ccccc1NC(=O)c1ccc(S(=O)(=O)C(F)F)cc1,-1,2
Cc1ccc(NC(=S)NCCc2ccc(S(N)(=O)=O)cc2)cc1C,-9,0
O=C(COC(=O)c1ccc([N+](=O)[O-])o1)NC1CCS(=O)(=O)C1 (stereo not given),-1,15
CC(=O)N1C(=O)CC(C)N(C(C)=O)c2ccc([N+](=O)[O-])cc21 (stereo not given),2,2
O=C(/C=C\c1ccco1)Nc1nc(-c2ccc3ccccc3c2)cs1,88,-7
Cc1cc(Br)cc(Cl)c1OCC(=O)NC(=O)NCc1ccccc1,-5,4
COc1cc(/C=N/Nc2cccc(C)c2)ccc1OC(=O)c1cccs1,-13,50
CC1CCN(c2ccc(C(=O)NCc3ccc4c(c3)OCO4)cc2[N+](=O)[O-])CC1,7,0
Cc1ccc(S(=O)(=O)Nc2ccc(Br)cc2C(NCC(=O)O)c2ccccc2)cc1 (stereo not given),-10,-1
CN1CCN(Cc2nc3ccccc3c(=O)n2Cc2nc(-c3ccc([N+](=O)[O-])cc3)cs2)CC1,14,0
Cc1ccnc(SCc2cc(=O)c(OC(=O)c3ccco3)co2)n1,4,1
Cc1ccc(S(=O)(=O)NNC(=O)c2sc(=S)n(C)c2C)cc1,-19,-1
Cc1cc(C)cc(NC(=O)C(OC(=O)c2cccs2)c2ccccc2)c1 (stereo not given),18,-2
N#C/C(=C\c1c(Cl)cccc1Cl)c1nc2ccccc2o1,7,11
O=C(O)c1cc(NS(=O)(=O)c2ccc(N3CCOCC3)c([N+](=O)[O-])c2)cc(C(=O)O)c1,-1,0
O=C(/C=C/c1ccccc1)NCCC1=CCCCC1,13,1
CC(C)C1CC(CCNCc2ccc(N(C)C)cc2)(c2ccccc2)CCO1 (stereo not given),6,3

More entries.
SMILES,Mac1 fbg inh,CD11b adhes enh
COc1ccc(/C=C2\SC(=NCc3ccccc3)NC2=O)cc1,-10,7
CCN(C(=O)CSc1ncccc1C(=O)Oc1cccc([N+](=O)[O-])c1)c1cccc(C)c1,13,7
O=C1N(c2cccc(Cl)c2)C(c2ccccc2)N2CCCN12 (stereo not given),-10,5
O=S(=O)(/N=C(/Nc1ccc(F)cc1F)c1ccccc1)c1ccc(Br)cc1,18,1
Cc1ccc(NC(=O)C(OC(=O)c2ccc(F)cc2)c2ccccc2)cc1Cl (stereo not given),23,-5
CN(C)CCN(C(=O)c1cc(Cl)sc1Cl)c1nc2ccc(F)cc2s1,1,1
O=C(CNC(=O)c1ccccc1)OC(C(=O)c1ccccc1)c1ccccc1 (stereo not given),9,-1
COc1ccc(C(=O)N=C2CCC(C#N)=C3c4cc(OC)c(OC)cc4CCN23)cc1,-12,-3
O=C(COC(=O)CCC(=O)c1cccs1)Nc1ncc(Cl)cc1Cl,-2,-1
Cc1ccc(NC(=S)NCc2ccccc2)cc1[N+](=O)[O-],-4,0
Cc1c(NC(=O)/C(C#N)=C/c2ccc(-c3ccc(Cl)c(Cl)c3)o2)c(=O)n(-c2ccccc2)n1C,25,6
O=C(Cn1c(=O)oc2cc(S(=O)(=O)N3CCCCC3)ccc21)N1CCc2ccccc21,1,1
Cc1ccc(-c2nnc(Nc3ccc4c(c3)OCO4)c3ccccc23)cc1S(N)(=O)=O,8,-2
N#CC1=C(N)C2=CCCC[C@H]2[C@H](c2ccc(Br)cc2)C1(C#N)C#N,58,6
COc1cccc(C(c2c(NC(=O)c3ccccc3)sc(C)c2C)N2CCN(C)CC2)c1 (stereo not given),13,1
O=C(O)CCn1cc(/C=C\C(=O)c2ccc(Cl)cc2)c(-c2cccc(Br)c2)n1,53*,25
Cc1cccc2nc(CSc3ccccc3C(=O)O)cn12,-7,-5
Cc1cccc(NC(=S)N(c2ccccc2)C(C)C)c1C,6,-3
C=CCNC(=O)COC(=O)c1ccc(Cl)c(S(=O)(=O)N(Cc2ccccc2)c2ccccc2)c1,39,8
O=[N+]([O-])c1cccc(S(=O)(=O)N2CCCC2)c1,-24,0
O=C(CSc1nc2ccc(Cl)cc2[nH]1)NC1CCCc2ccccc21 (stereo not given),2,2
N#C/C(=C(/O)COC(=O)CSc1ccc2ccccc2c1)c1nc2ccccc2[nH]1,26,16
CC(C)CC(C(=O)O)N1C(=O)[C@@H]2[C@H](C1=O)[C@@H]1C[C@H]2C(Br)C1Br (stereo not given in full),0,4
COc1ccc(C(=O)Nc2ccc(C(=O)Nc3nccs3)cc2)cc1[N+](=O)[O-],1,13
CC(C)CN=Cc1c(O)c([N+](=O)[O-])cc2oc3c(c12)CCCC3,51,0
COc1ccc(CN2C(=O)NC3(CCOc4ccccc43)C2=O)cc1F (stereo not given),-2,-4
COc1ccccc1/C=N/Nc1nncc2ccccc12,15,18
Cn1c(=O)c(/C=C/c2ccccc2)nc2ccccc21,0,13
O=C(COC(=O)Cc1ccsc1)NCc1ccc(Cl)cc1,8,2
Cc1ccc2nc(-c3ccc(NC(=O)CN4C(=O)NC(C)(c5ccc(OC(F)F)cc5)C4=O)cc3)sc2c1 (stereo not given),24,19

The listing continues.
SMILES,Mac1 fbg inh,CD11b adhes enh
Cc1ccc(S(=O)(=O)Nc2nc(C)cc(N/N=C/c3ccc(O)cc3)n2)cc1,-6,14
c1ccc(-c2cn3c(n2)-c2ccccc2C3)cc1,51,-3
Cn1c(=O)c2c(ncn2CC(=O)N/N=C/C(Br)=C/c2ccccc2)n(C)c1=O,-17,24
CCC(=O)OCCNc1cc(SCCC(=O)OC)c2nonc2c1[N+](=O)[O-],28,-1
CCC1(c2ccccc2)NC(=O)N(Cc2ccc(C(=O)OC)cc2)C1=O (stereo not given),19,0
O=C1NC2(CCCCCC2)C(=O)N1Cc1ccc([N+](=O)[O-])cc1,11,-6
COc1cccc(CNC(=S)NC2CCCC2)c1,8,0
CC1CC(=O)NN=C1c1ccc(N)c([N+](=O)[O-])c1 (stereo not given),22,4
COc1ccc(C(=O)NCc2nnc(SCC(=O)N3CCc4ccccc43)n2CCc2ccccc2)cc1,6,2
O=C(NCCN1C(=O)S/C(=C\c2ccc(OC(F)F)cc2)C1=O)[C@@H]1CCCN1C(=O)c1cccs1,21,1
CC1Oc2ccccc2C=C1/C=N/NC(=O)c1ccccc1O (stereo not given),22,-3
COc1cccc(NC(=S)N(Cc2ccco2)C(C)c2ccco2)c1 (stereo not given),6,2
CSCCC(NC(=O)c1ccc(Cl)cc1)C(=O)OCC(=O)Nc1ccc(C#N)cc1 (stereo not given),2,-1
CC1(c2cccc([N+](=O)[O-])c2)CC(C)(C)N(C(=O)c2ccccc2)c2ccccc21 (stereo not given),12,4
COc1ccc(Nc2sc(C(=O)Nc3cccc(Cl)c3)c(N)c2C(=O)Nc2ccccc2OC)cc1,6,61
CCOC(=O)c1c(-c2ccccc2)csc1NC(=O)/C(C#N)=C/c1ccc(O)c(OC)c1,29,14
O=C(Cc1c[nH]c2ccccc12)N/N=C/c1cccc(F)c1,3,1
O=C(O)c1cc([N+](=O)[O-])ccc1N1CCCCC1,-7,-2
COc1ccc(-c2ccnc(SCC(=O)c3ccc(Br)cc3)n2)cc1,30,2
Fc1cccc(F)c1/C=C/c1ccc2ccccc2n1,64,-4
Cc1ccc2ncccc2c1[N+](=O)[O-],16,-3
O=C(Cn1cc(C(F)(F)F)ccc1=O)N/N=C/c1ccc(Cl)c(Cl)c1,-8,5
CCCCC(=O)Nc1ccc(C(=O)NNC(=O)c2ccc(C)c(Br)c2)cc1,-27,36
O=C(Cc1ccccc1)N1CCN=C1SCc1ccc([N+](=O)[O-])cc1,-1,7
COc1ccc(S(=O)(=O)N2CCN(C(=O)Cc3cccs3)CC2)cc1,-16,4
COc1ccc(NC(=S)N/N=C2\CC(C)(C)Oc3ccc(O)cc32)cc1,-22,26
COC(=O)c1ccccc1NC(=O)C(=O)NCC1CCCO1 (stereo not given),1,2
C/C(CC(=O)NCc1ccco1)=N\NC(=O)Cc1ccc(-c2ccccc2)cc1,5,46
COc1ccc(N(CC(=O)N/N=C/c2ccc(-c3ccc([N+](=O)[O-])cc3)o2)S(=O)(=O)c2ccc(C)cc2)cc1,-18,68
CCCC1=NN(C(=O)Cc2ccc(OC)cc2)C(O)(C(F)(F)F)C1 (stereo not given),5,-3

Filtered by structure, those above with bromine
SMILES,Mac1 fbg inh,CD11b adhes enh
Cc1cc(Br)cc(Cl)c1OCC(=O)NC(=O)NCc1ccccc1,-5,4
Cc1ccc(S(=O)(=O)Nc2ccc(Br)cc2C(NCC(=O)O)c2ccccc2)cc1 (stereo not given),-10,-1
O=S(=O)(/N=C(/Nc1ccc(F)cc1F)c1ccccc1)c1ccc(Br)cc1,18,1
N#CC1=C(N)C2=CCCC[C@H]2[C@H](c2ccc(Br)cc2)C1(C#N)C#N,58,6
O=C(O)CCn1cc(/C=C\C(=O)c2ccc(Cl)cc2)c(-c2cccc(Br)c2)n1,53*,25
CC(C)CC(C(=O)O)N1C(=O)[C@@H]2[C@H](C1=O)[C@@H]1C[C@H]2C(Br)C1Br (stereo not given in full),0,4
Cn1c(=O)c2c(ncn2CC(=O)N/N=C/C(Br)=C/c2ccccc2)n(C)c1=O,-17,24
COc1ccc(-c2ccnc(SCC(=O)c3ccc(Br)cc3)n2)cc1,30,2
CCCCC(=O)Nc1ccc(C(=O)NNC(=O)c2ccc(C)c(Br)c2)cc1,-27,36

Following part
SMILES,Mac1 fbg inh,CD11b adhes enh
Cc1nn(-c2ccccc2)c(Cl)c1CN(C(=O)CCl)c1cccc2ccccc12,38,-6
CC(C)(C)OC(=O)NCCC(=O)Oc1ccc2ccc(=O)oc2c1,15,-2
Cc1ncc([N+](=O)[O-])n1CCOC(=O)NC(NCc1cccnc1)C(Cl)(Cl)Cl (stereo not given),-18,8
COc1ccc(OCC(O)CNC(=O)Nc2ccc(Cl)cc2)cc1 (stereo not given),-3,8
Cc1nn(-c2ccccc2)c(N2CCCC2)c1/C=C1\N=C(c2ccc(OC(C)C)cc2)OC1=O,33,0
N#CC(C#N)=C1C=CC=CN1/C(=C\c1ccco1)C(=O)c1ccccc1,12,1
COc1ccccc1C(=O)NC(=S)Nc1ccc(N2CCCC2)cc1,-4,11
COc1ccc(S(=O)(=O)N2CCSC2)cc1C,-2,-6
C/C(=N\NC(=O)c1cc(C(C)C)[nH]n1)c1ccco1,6,-2
CCC(=O)Nc1cccc(NC(=S)NC(=O)c2ccc(Cl)cc2)c1,4,-5
COc1ccc(C)cc1NC(=O)C(OC(=O)c1ccc(Cl)c(S(=O)(=O)N(C)c2ccccc2)c1)c1ccccc1 (stereo not given),4,6
CC1=CN2C(=N)/C(=C/c3ccc([N+](=O)[O-])o3)C(=O)N=C2S1,-9,0
N#Cc1ccc(COC(=O)CSc2nnc(N)s2)cc1,-9,2
COc1ccc(OCCC(=O)OCC(=O)NCc2ccccc2)cc1,-8,6
O=c1c2cccnc2[nH]c(=S)n1Cc1ccccc1,-14,41
CCC(C(=O)OCC(=O)Nc1ccc(SC(F)F)cc1)c1ccccc1 (stereo not given),80,-6
CC(C)(C)c1ccc(OCC(=O)NNC(=S)NC(=O)c2ccccc2[N+](=O)[O-])c(Br)c1,-20,-6
CCc1ccc(NC(=O)CSCc2nc(N)nc(Nc3ccccc3CC)n2)cc1,-4,-3
O=C(Nc1ccc(Br)c2cccnc12)c1ccc(Cn2cc([N+](=O)[O-])cn2)o1,14,6
Cc1ccc(CNC(=S)Nc2ccc(C)c([N+](=O)[O-])c2)cc1,1,5
O=C1CC(c2ccc(F)cc2)c2cc3c(cc2N1)CCC3 (stereo not given),10,-4
CCCOP(=O)(OCCC)C(NC(=O)C(C)(C)C)c1ccccc1 (stereo not given),-8,4
COc1ccc(C(=O)OCC(=O)NC(=O)CCSc2ccccc2)cc1,-4,1
Cc1occc1C(=O)NNC(=O)Nc1ccc(F)cc1F,-21,8
COc1cc(C)c(/C=C(\C#N)C(=O)Nc2ccc(C)cc2)cc1C(C)C,6,0

Some of the compounds tested, so the mix of outcomes need not match the whole.
